MmCpn inh = M. maripaludis TRiC chaperonin inhibition | Potency, µM (doses to about 76.9 µM), without a hit: at the top dose activity, negative = inhibition, actives largely listed as inhibitors | actives 0.031% (n = 330,000) | purified Mm-Cpn ATPase, ADP Transcreener TR-FRET; also: potency is read from the fitted curve at half-maximal effect; % is scaled to controls: 0 for no effect and ±100 for the full control effect; nearly all actives have a fitted effect of over 80% in size
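Compound-treated chaperonin, 25 nM final, turns over 10 uM ATP at 37°C for 30 min following a 10 min preincubation; ADP generated competes with ADP-d2 for Eu-cryptate antibody, lowering FRET.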
D3 ag = D3 dopamine receptor (human) agonism; P35462; D3R DiscoveRx beta-arrestin cells, luminescence, 90 min; max activation, %; actives 0.58% (n = 410,000); AID 652048; in the data active = max activation above about 30%; also: 0% is about no effect; mostly tested at two doses, the higher about 12 µM
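Agonist-mode cell screen: cells plated at 1500/well and incubated overnight at 37 °C, then exposed to library compounds for 90 min at 37 °C. Detection reagent was added for 30–60 min at room temperature, and luminescence was read.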
pAkt inh = blocks phosphorylation of Akt; Neuro2A IGF-stimulated pAkt S473 HTRF, 20 min; stronger effect = lower value; activity change, % for hits at 50 µM; actives 0.32% (n = 360,000); AID 651550; in the data active = activity change below about -80%; inconclusive = mostly about -51% to -80%; also: % is scaled to controls: 0 for no effect and ±100 for the full control effect
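Neuro2A cells (4,500/well, DMEM with 0.5% FBS) were treated with compound at a single 50 µM final concentration, stimulated with 6 nM IGF for 20 min at 37 °C, and lysed. Phospho-Akt Ser473 was read by HTRF as 665/615 ratio ×10^4.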
EPAC2 antagonist = EPAC2 (human) antagonism; Q8WZA2; EPAC2 GEF exchange of Rap1B-BODIPY-GDP, fluorescence; actives 0.18% (n = 360,000); AID 720708; Potency, µM (titrated, usually from 114 µM), inactives show top-dose activity, negative = inhibition, usual class: inhibitors; also: potency is read from the fitted curve at half-maximal effect; % is scaled to controls: 0 for no effect and ±100 for the full control effect; nearly all actives have a fitted effect of over 45% in size; many of its hits are not listed in these tables
Target sequence (Q8WZA2 whole entry, looked up): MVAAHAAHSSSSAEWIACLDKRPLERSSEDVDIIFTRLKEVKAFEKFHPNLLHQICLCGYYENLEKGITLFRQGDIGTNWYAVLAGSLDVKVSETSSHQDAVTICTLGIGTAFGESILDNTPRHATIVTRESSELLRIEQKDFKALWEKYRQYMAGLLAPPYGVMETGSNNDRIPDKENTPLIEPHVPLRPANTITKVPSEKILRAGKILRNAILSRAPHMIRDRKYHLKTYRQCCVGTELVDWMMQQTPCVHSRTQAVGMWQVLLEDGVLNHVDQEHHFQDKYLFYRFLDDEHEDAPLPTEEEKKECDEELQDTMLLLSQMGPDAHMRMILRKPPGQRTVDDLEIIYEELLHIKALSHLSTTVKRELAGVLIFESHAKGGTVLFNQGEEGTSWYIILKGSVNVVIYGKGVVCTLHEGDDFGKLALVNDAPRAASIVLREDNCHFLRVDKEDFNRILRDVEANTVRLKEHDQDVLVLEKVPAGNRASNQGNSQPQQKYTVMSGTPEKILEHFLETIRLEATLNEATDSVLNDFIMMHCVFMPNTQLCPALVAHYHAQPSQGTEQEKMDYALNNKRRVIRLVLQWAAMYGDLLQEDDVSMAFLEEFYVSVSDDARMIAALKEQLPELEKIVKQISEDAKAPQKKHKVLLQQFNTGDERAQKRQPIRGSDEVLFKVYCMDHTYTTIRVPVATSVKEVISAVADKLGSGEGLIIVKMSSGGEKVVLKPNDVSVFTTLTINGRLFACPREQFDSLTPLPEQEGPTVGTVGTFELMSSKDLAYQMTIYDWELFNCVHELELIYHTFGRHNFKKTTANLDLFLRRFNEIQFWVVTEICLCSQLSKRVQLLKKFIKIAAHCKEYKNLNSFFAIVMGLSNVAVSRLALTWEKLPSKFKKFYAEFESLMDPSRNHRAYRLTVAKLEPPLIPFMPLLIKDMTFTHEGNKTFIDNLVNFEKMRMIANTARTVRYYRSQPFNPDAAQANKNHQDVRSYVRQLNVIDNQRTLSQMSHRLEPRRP
D3 antag = D3 dopamine receptor (human) antagonism. actives 2.5% (n = 360,000). D3R cells, DiscoveRx beta-arrestin luminescence, antagonist mode; stronger effect = lower value. AID 652054. P35462. max response, negative = inhibition, %; in the data active = max response below about -50%; inconclusive = no clear call, values can overlap the other calls; also: % is scaled to controls: 0 for no effect and ±100 for the full control effect; mostly tested at two doses, the higher about 12 µM
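Cells expressing the human receptor were seeded at 1500 cells/well, incubated overnight at 37 degrees C in 5% CO2, then exposed to library compounds with dopamine controls for 90 minutes at 37 degrees C before luminescent detection.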
EPAC2 agonist = agonists of human EPAC2 (RAPGEF4); EPAC2 activation, biochemical qHTS; response scale: 100% = 6.5 mM cAMP response; Potency, µM (doses to about 154 µM), without a hit: top-dose activation, most hits filed as activators; actives 0.079% (n = 360,000); also: potency is read from the fitted curve at half-maximal effect; nearly all actives have a fitted effect of over 50% in size
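Readout is BODIPY fluorescence (480 nm excitation, 540 nm emission), which falls as labeled GDP is exchanged off Rap1B. EPAC2 at 100 nM acted on 250 nM RAP1B-BODIPY-GDP with 50 uM GDP present.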
CCT modulator = changes cytosolic chaperonin activity; purified chaperonin ATPase assay, HTRF ADP detection, 30 min; activity change, % (concentration not given with the values), hits read low; actives 0.3% (n = 360,000); in the data active = activity change below about -30%; also: % is scaled to controls: 0 for no effect and ±100 for the full control effect
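TRiC (40 or 20 nM final, by batch activity) in 30 mM Tris pH 7.4, 100 mM KCl, 5 mM MgCl2, 1 mM DTT was treated with compound at 76 uM single dose, then 10 uM ATP, 30 min at 37 °C. ADP was read by HTRF Transcreener.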
PTHR1 agonist = agonists of human PTHR1 parathyroid hormone receptor | Q03431 | HEK293 GP2 PTHR1 cells, GloSensor cAMP luminescence, 1 h | Potency, µM (top dose mostly 115 µM), for the others: top-dose activation, usual class: activators | actives 0.075% (n = 410,000) | AID 743266; also: potency is read from the fitted curve at half-maximal effect; nearly all actives have a fitted effect of over 55% in size; some results filed as inactive show a strong effect at the top dose; inactives centre near -15; many of its hits are not listed in these tables
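HEK-293-derived GP2 cells expressing PTHR1 and a GloSensor cAMP reporter, 3,000/well, plated overnight, given luciferin plus IBMX (each 0.5 mM as added) for 1 h at 37 °C, then compound for 1 h at 37 °C. Luminescence was read after 15 min at room temperature.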
Numbers without * were called inactive; i = inactive; ? = inconclusive; . = not tested or not shown; & = joins results of further samples; [ ] = remark or other dose. Unless noted, calls follow the shape of the dose curve; as a rule, active = well fitted curve in the direction sought with a large enough effect; inconclusive = small, poorly fitted or top-dose-only effect, or another doubt; inactive = no such curve, though single readings can be large; an effect the other way counts as inactive or inconclusive. Not all compounds are listed, so the mix of outcomes need not match the whole.

item	Molecule	EPAC2 agonist	D3 ag	MmCpn inh	pAkt inh	D3 antag	CCT modulator	PTHR1 agonist	EPAC2 antagonist
1	COc1ccc(NC(=O)C2CCCCN2N)cc1OCC(C)C (centres undefined)	16%	-9	-5%	i	-8	-1.2	-26%[57.5 µM]	-3%
2	NS(=O)(=O)c1ccccc1	10%	-1	1%	i	0	0.1	i	6%
3	CC(C)C(=O)N1CCN(c2ccc([N+](=O)[O-])c(NC(C)c3ccccc3)c2)CC1 (centres undefined)	10%	-3	-1%	i	-29	0.3	-12%	-2%
4	CN(C(=O)c1ccc(NC(=O)Cc2ccc([N+](=O)[O-])cc2)cc1)C1CCCC1	11%	2	-3%	i	-6	-2.1	-41%[inhibitor]	-21%
5	CCOc1ccc(NC(=O)NC(C)c2ccc3c(c2)OCO3)cc1 (centres undefined)	-10%	-9	-1%	i	17	0.1	i	10%
6	COc1ccccc1NC(=S)N1C2CCC1CC(NC(=O)NC13CC4CC(CC(C4)C1)C3)C2 (centres undefined)	0%	-2	1%	.	-12	-1.2	-11%[57.5 µM]	-19%
7	COc1ccc(N2CCN(C(=O)c3c(Cl)cnn3C)CC2)cc1	0%	2	1%	i	16	-2.3	-7%	2%
8	COc1ccc(Br)cc1CN(C)C(=O)C1CC(=O)N(C2CCCC2)C1 (centres undefined)	-4%	-4	3%	i	-1	0.8	-41%[inhibitor]	5%
9	CC1CCCC(C)N1C(=O)COC(=O)Cn1cnc2c1c(=O)n(C)c(=O)n2C (centres undefined)	13%	-6	-2%	i	0	-1.7	-15%	-6%
10	CCOC(=O)c1c(C)c(C(=O)NC(C)COC)c(C)n1CC (centres undefined)	-2%	8	3%	i	22	-1.4	i	6%
11	COc1ccccc1CNS(=O)(=O)c1c(C(=O)N2CCCC2)c(C)n(C)c1C	2%	-3	-3%	i	13	3.2	i	2%
12	COC(=O)c1cc(C)nc(Sc2ccccc2NC(C)=O)n1	5%	0	1%	i	29	-0.4	i	-1%
13	O=C(NCc1ccco1)/C(=C\c1cccs1)NC(=O)c1ccsc1	11%	3	-1%	i	19	-0.7	-25%	6%
14	CC(C)N(C(=O)CSc1nnc(NC(=O)C2CCC2)s1)C(C)C	3%	0	-2%	i	5	-0.5	i	-4%
15	COc1ccccc1/C=C\C=N\NC(=O)c1ccco1	-3%	-10	0%	i	-9	-3.1	i	4%
16	Cc1[nH]c2c(C)cccc2c(=O)c1CN1CCCCCC1	0%	-20	2%	i	?	0.2	i	10%
17	CSc1nn(-c2ccc(C(=O)OCC(=O)NC(=O)NC(C)C)cc2)c(=S)s1	9%	1	0%	i	12	0.9	-20%	-6%
18	COc1cc(/C=C/C(=O)N2CCN(Cc3ccccc3)CC2)cc(OC)c1OC	2%	-2	1%	i	-2	1.0	i	-12%
19	Cc1ccnc(NC(=O)c2cc(-n3cnnc3)ccc2Cl)c1	-12%	24	-1%	i	-6	2.4	-12%[57.5 µM]	7%
20	CCn1ncc(/C=C/C(=O)Nc2c(C)nn(Cc3ccc(Cl)cc3Cl)c2C)c1C	0%	-15	-2%	i	22	-3.2	-79%[inhibitor]	-4%
21	COc1ccc(C(=O)COC(=O)c2ccc3c(c2)OCO3)c(OC)c1	3%	5	-2%	i	12	-1.7	-17%	-8%
22	CC1(C)CC(=O)C(N=Nc2cc3c(cc2[N+](=O)[O-])OCCO3)=C(O)C1	-13%	-1	0%	i	-6	-0.5	-8%	7%
23	COc1cc(C(=O)OCCCOC(=O)c2cc(OC)c(OC)c(OC)c2)cc(OC)c1OC	-6%	1	0%	i	-9	-11	i	-2%
24	COC(=O)c1cc(NS(=O)(=O)c2cccc(Cl)c2)ccc1N1CCOCC1	5%	10	2%	i	14	-4.4	-31%[inhibitor]	-8%
25	O=C(Nc1ccc(Cl)cc1)C1CCCC1	-4%	1	-1%	i	13	-0.8	-28%	-8%
26	C=C(C)c1cccc(C(C)(C)NC(=O)NCc2cccnc2)c1	6%	2	0%	i	-13	-2.0	i	2%
27	COc1cccc(C2c3c(oc4ccccc4c3=O)C(=O)N2c2ccccn2)c1 (centres undefined)	6%	-4	0%	i	-14	-3.3	-1%	15%
28	CC1c2[nH]c3ccccc3c2C[C@H]2C(=O)N(CCO)CC(=O)N12 (some centres undefined)	11%	1	1%	i	-6	-1.3	-3%	-7%
29	CCCCOC(=O)C1C2C=C[C@]3(CN(CCCOC)C(=O)[C@H]13)O2 (some centres undefined)	25%	-3	1%	i	-51*	-1.1	i	?
30	CC1(C)C[C@H](O)[C@]2(CO)[C@H](O)C[C@]3(C)C(=CCC4[C@@]5(C)CC[C@H](O)C(C)(C)C5CC[C@]43C)[C@@H]2C1 (some centres undefined)	-2%	-7	-3%	i	-84*	1.0	-8%	-5%
31	CN1CCN(c2ccc(NC(=O)c3ccc([N+](=O)[O-])o3)cc2Cl)CC1	4%	-17	-5%	i	?	-0.7	i	3%
32	COc1cc(CNCCCN2CCOCC2)c(Br)cc1OC(C)C	-2%	2	0%	i	7	0.4	i	1%
33	O=C(CCC1COc2ccccc2O1)Nc1ccccn1 (centres undefined)	-17%	-1	0%	i	-4	-2.9	i	-7%
34	O=c1c(-c2cccs2)nc2ccccc2n1C(c1ccccn1)c1nc2ccccc2[nH]1 (centres undefined)	2%	0	.	i	-21	.	-16%	2%
35	COc1ccc(N2CCN(C(=S)Nc3cccc(C)c3C)CC2)cc1	9%	-15	-2%	i	-13	1.3	-10%[57.5 µM]	-10%
36	CC[C@]12c3[nH]c4ccccc4c3CCN1C(=O)C(CC(=O)NCCCn1ccnc1)C[C@@H]2C(=O)N1CCN(C(=O)c2ccco2)CC1 (some centres undefined)	6%	-13	1%	i	-25	-1.5	-7%	13%
37	Cc1ccc(CC2S/C(=N/c3ccccn3)NC2=O)cc1 (centres undefined)	3%	2	1%	?	-20	-2.2	?	4%
38	COc1ccc(NC(=O)c2ccc3c(=O)n(-c4ccc(OC)cc4OC)c(=S)[nH]c3c2)c(OC)c1	-1%	-1	-8%	i	-2	-1.0	i	-3%
39	O=C(Cc1ncc(C(F)(F)F)cc1Cl)Nc1cccc(Br)c1	14%	-4	-1%	i	-29	-0.7	-1%	-9%
40	Cc1ccc(Cn2ccc(=O)c(Cc3c(Cl)cccc3Cl)c2C)cc1	4%	4	2%	i	-12	-1.8	-78%[inhibitor][57.5 µM]	0%
41	COc1ccc(Br)cc1CN(C)CC(=O)NCCc1ccccc1	10%	-10	-3%	i	?	-2.4	i	-16%
42	CCn1cc(C2=NC(C)(C)CO2)c2ccccc21	-3%	-8	0%	i	9	-1.8	i	-2%
43	Cc1ccc(N2CC(C(=O)Nc3ccc(S(=O)(=O)Nc4nccs4)cc3)CC2=O)cc1 (centres undefined)	3%	-1	?	i	-18	0.5	i	3%
44	Cn1nc(-c2ccccc2)c2cc([N+](=O)[O-])ccc21	1%	4	?	i	8	-1.8	i	-3%
45	COc1ccccc1N1CCN(S(=O)(=O)c2cc(Br)cnc2N)CC1	-1%	13	1%	i	2	0.1	-17%	-5%
46	Cc1ccc(CN2CCC(Oc3cccc(C(=O)NCc4cccnc4)c3)CC2)o1	11%	-4	1%	i	-1	-1.3	i	3%
47	CCc1nn(C(C)C(=O)N2CCN(c3ccccc3)CC2)c(=O)c2cc3occc3n12 (centres undefined)	5%	6&-8	2%	i	6	-2.5	-6%&-53%	-4%
48	CCc1ccc(CN2CCCC(C(=O)Nc3ccccc3-c3ccc(OC)cc3)C2)o1 (centres undefined)	1%	5	-1%	i	-27	-1.5	i	?
49	COCCCNC(=O)CSc1nc2ccccc2c(=O)n1CCC(=O)NCCc1ccc(OC)c(OC)c1	4%	4	0%	i	3	-0.7	-11%	-1%
50	CN1CCN(CCNC(=O)c2ccc(CS(=O)c3ccc(Br)cc3)o2)CC1 (centres undefined)	1%	2	.	i	12	-1.1	-27%	1%

Later entries
item	Molecule	EPAC2 agonist	D3 ag	MmCpn inh	pAkt inh	D3 antag	CCT modulator	PTHR1 agonist	EPAC2 antagonist
51	O=C(COC(=O)c1ccccc1Cl)NCCC1=CCCCC1	6%	-4	0%	i	-2	0.4	-25%	-9%
52	CCOc1ccc(S(=O)(=O)Nc2ccccc2SC)cc1	6%	-17	1%	.	-65*	-1.3	i	-2%
53	O=C(Nc1cc(Cl)c(O)c(Cl)c1)C1CCCO1 (centres undefined)	8%	-7	1%	i	-20	-1.9	-8%[57.5 µM]	-3%
54	CC(C)c1c(O)nc(SCCN2CCOCC2)[nH]c1=O	2%	5	-3%	i	6	-0.4	i	8%
55	COC(=O)C1=C(C)OC(N)=C(C#N)C1c1cc(C)sc1C (centres undefined)	-2%	-1	0%	i	-25	1.7	-37%[inhibitor][57.5 µM]	-7%

Full records, looked up by structure. Order of screens: EPAC2 agonist | D3 ag | MmCpn inh | pAkt inh | D3 antag | CCT modulator | PTHR1 agonist | EPAC2 antagonist
`O=C(Nc1cc(Cl)c(O)c(Cl)c1)C1CCCO1` (centres undefined) as listed: 8% | -7 | 1% | i | -20 | -1.9 | -8%[57.5 µM] | -3%
`CCOc1ccc(S(=O)(=O)Nc2ccccc2SC)cc1` as listed: 6% | -17 | 1% | . | -65* | -1.3 | i | -2%
`COC(=O)C1=C(C)OC(N)=C(C#N)C1c1cc(C)sc1C` (centres undefined) as listed: -2% | -1 | 0% | i | -25 | 1.7 | -37%[inhibitor][57.5 µM] | -7%
`O=C(COC(=O)c1ccccc1Cl)NCCC1=CCCCC1` as listed: 6% | -4 | 0% | i | -2 | 0.4 | -25% | -9%
`CC(C)c1c(O)nc(SCCN2CCOCC2)[nH]c1=O` as listed: 2% | 5 | -3% | i | 6 | -0.4 | i | 8%

Screens from PubChem.
